# SENP1 FRET inh: human SENP1 catalytic domain inhibitors, primary screen, biochemical, FRET, uHTS; actives 0.21% (n = 360,000); recombinant SENP1 catalytic domain, CyPet-SUMO1-YPet FRET cleavage; inhibition, % at 10 µM; AID 624204, 2012;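 active = inhibition at least 30% at 10 µM, raw YFP signal under a set limit, fluorescence ratio 0.5 to 1.5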;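 note: 0% = enzyme with DMSO and 100% = no enzyme wells; some results filed as inactive read as strong as hits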
# Target sequence (Q9P0U3 419-644 limits assumed): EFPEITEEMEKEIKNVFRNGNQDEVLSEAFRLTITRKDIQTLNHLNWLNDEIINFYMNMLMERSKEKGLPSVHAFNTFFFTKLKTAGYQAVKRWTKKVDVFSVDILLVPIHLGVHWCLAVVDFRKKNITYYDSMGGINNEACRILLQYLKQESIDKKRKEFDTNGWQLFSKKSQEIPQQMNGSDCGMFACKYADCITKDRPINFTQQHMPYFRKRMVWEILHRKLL
#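 system = hSENP1 catalytic domain, recombinant | reagent = SFCypet-SUMO1-SFYpet substrate at 25 nM | doses = one dose per compound, 10 µM, 0.5% DMSO | incubation = enzyme reaction for 50 min at room temperature, dark | measured by = FRET, CFP and YFP emission | controls = no-enzyme low, enzyme-DMSO high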
# MPTP block: mitochondrial permeability transition pore inhibitors, primary screen, biochemical, isolated mouse mitochondria, absorbance. Ca2+ swelling absorbance, 30 min. inhibition, % at 10 µM. actives 1.4% (n = 360,000);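 active = inhibition of 50% or more, scaled per plate between neutral and stimulator controls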;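 note: 0% = DMSO wells given calcium and 100% = 1 mM EGTA wells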
# SENP6 inh: SENP6 protease inhibitors, primary screen, biochemical, luminescence, uHTS | actives 1.8% (n = 330,000) | Recombinant SENP6 catalytic domain, aminoluciferin luminescence | inhibition, % at 10 µM | Sentrin-specific protease 6 (Homo sapiens), Q9GZR1 | AID 2599, 2010;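 active = inhibition above about 50% at the single tested dose, limit read from the data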;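 note: plate controls were DMSO wells with enzyme for no effect and DMSO wells lacking enzyme for full effect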
# hIAP activ: human IAP activators, primary screen, biochemical, luminescence, uHTS. Intestinal-type alkaline phosphatase (Homo sapiens), P09923. purified human IAP, CDP-Star luminescence, 30 min; active compounds read high; 1 = vehicle-only enzyme, 0 = enzyme-free background. activation factor at 10 µM. actives 0.16% (n = 330,000);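 active = activation factor of the enzyme at least 2-fold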; note: the source names both 10 and 20 µM as test concentration; values of inactives mirror those of a sister screen read the other way
# SENP8 inh: human SENP8 protease inhibitors, primary screen, biochemical, fluorescence, Nedd8 protein substrate, uHTS | actives 0.64% (n = 360,000) | inhibition, % at 20 µM | recombinant SENP8; in the data active = inhibition mostly above about 40%, no sharp cut-off; inactive = mostly below about 27%
# Target sequence (Q96LD8 whole entry, looked up): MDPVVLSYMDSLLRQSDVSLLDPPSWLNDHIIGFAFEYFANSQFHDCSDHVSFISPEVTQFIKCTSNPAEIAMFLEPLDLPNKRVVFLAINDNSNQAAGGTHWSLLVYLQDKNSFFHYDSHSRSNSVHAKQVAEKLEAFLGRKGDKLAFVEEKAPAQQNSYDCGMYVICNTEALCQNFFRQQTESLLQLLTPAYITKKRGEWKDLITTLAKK
# PfG6PD inh: PfG6PD enzyme inhibitors, primary screen, biochemical, fluorescence intensity, uHTS | glucose-6-phosphate dehydrogenase-6-phosphogluconolactonase (Plasmodium falciparum 3D7) | PfGluPho enzyme, NADPH resazurin-diaphorase fluorescence | inhibition, % at 20 µM | actives 0.78% (n = 350,000) | AID 504690, 2011;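 active = inhibition reaching at least a set limit at 20 µM in the primary screen, cut at about 59% in these data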;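 note: 0% = DMSO wells with substrate and 100% = DMSO wells lacking glucose-6-phosphate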
# ATG4B inhibitor: ATG4B protease inhibitors, primary screen, biochemical, fluorescence, uHTS; actives 0.51% (n = 340,000); Cysteine protease ATG4B (Homo sapiens), Q9Y4P1; inhibition, % at 8.33 µM; ATG4B cleavage of LC3-PLA2, NBD-HPC fluorescence, 1 h; AID 504462, 2011; in the data active = inhibition above about 40%
# Target sequence (Q9Y4P1 whole entry, looked up): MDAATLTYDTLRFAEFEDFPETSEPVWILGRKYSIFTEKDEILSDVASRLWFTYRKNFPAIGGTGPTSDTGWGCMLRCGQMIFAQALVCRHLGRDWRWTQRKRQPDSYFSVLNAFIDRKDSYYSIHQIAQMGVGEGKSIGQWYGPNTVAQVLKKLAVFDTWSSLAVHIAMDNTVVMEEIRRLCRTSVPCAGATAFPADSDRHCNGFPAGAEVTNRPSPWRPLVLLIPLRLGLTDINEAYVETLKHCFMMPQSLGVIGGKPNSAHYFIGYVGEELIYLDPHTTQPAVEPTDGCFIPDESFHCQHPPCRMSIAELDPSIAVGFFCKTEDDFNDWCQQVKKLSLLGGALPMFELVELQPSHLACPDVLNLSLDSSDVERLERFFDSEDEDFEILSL
# NR3A LBD binder: binders of NR3A ligand-binding domain, primary screen, biophysical, differential scanning fluorimetry, uHTS. actives 2.5% (n = 340,000). Tm shift relative to glycine control, % at 25 µM. NR3A LBD differential scanning fluorimetry, Tm shift; 0% = protein alone, 100% = glycine-bound protein;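 active = melting temperature shift of at least 10% of the positive control shift, at one fixed dose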
# Starred values were filed as active, the others as inactive; / = not tested or not shown.
SMILES,SENP1 FRET inh,MPTP block,SENP6 inh,hIAP activ,SENP8 inh,PfG6PD inh,ATG4B inhibitor,NR3A LBD binder
O=S(=O)(NCCSc1nnnn1-c1ccccc1)c1cccs1,3,-0.4,-3,0.97,22,0,-4,0
CC(C)(O)c1[nH]c2ccc(C#N)cc2c1C(C)(C)O,/,/,12,0.88,/,15,-3,-2
CC1(C)Cc2cccc(Oc3ccc(S(=O)(=O)N4CCCCC4)cn3)c2O1,3,-0.8,22,1.3,17,2,8,0
CC(C(=O)OCn1nnc2ccccc2c1=O)N1C(=O)c2ccccc2C1=O (configuration not stated),-2,12,-25,0.95,8,-5,-12,0
COc1ccc(OC)c(-c2csc(NC(=O)COC(=O)c3ccc(NC(=O)CC#N)cc3)n2)c1,-23,-0.7,1,0.78,-79,-5,-19,13*
CC(CNc1nc2ccc(Cl)cc2n2cnnc12)c1ccccc1 (configuration not stated),-8,2.3,-5,1,-120,10,-2,2
O=C1NC(=S)N/C1=C/c1ccc(Oc2ccc(C(F)(F)F)cc2[N+](=O)[O-])c(Cl)c1,1,-1.4,9,0.96,18,-4,-1,-2
COCCNCC(=O)NCC12CC3CC(CC(C3)C1)C2,3,-1.0,18,0.77,26,-4,2,0
CCc1c(C#N)c(SCCC(=O)Nc2ccc(F)cc2)nc2c1C(=O)CC(C)(C)C2,0,-13,6,0.94,24,3,-11,2
CC/C(C)=C1\SC(N2CCOCC2)=NC1=O,-1,0.5,-8,0.97,16,-11,-2,0
O=[N+]([O-])c1cc(/C=N\Nc2ccccn2)ccc1Cl,1,2.9,-6,1.1,17,0,-1,-9
CCOC(=O)c1ccc(NC(=O)C2CCN(S(=O)(=O)c3ccccc3)CC2)cc1,2,-0.3,11,1.1,15,5,-20,-14
Cc1nn(-c2ccccc2)c2sc(C(=O)N3CCc4ccccc4C3)cc12,-2,0.4,/,/,1,17,39,1
CCOc1ccc(OCCNC(=O)c2oc3ccccc3c2COC)cc1,-2,1.1,-14,0.87,23,-1,4,1
O=C1c2cccnc2C(=O)N1Cc1ccc(S(=O)(=O)N2CCN(c3ccccc3)CC2)cc1,1,-0.3,-7,0.77,17,-9,-5,-10
COc1ccc(OC)c(CN2CCN(C(=O)CNC(=O)c3cc(C)cc(C)c3)CC2)c1,2,-0.6,-3,1,-24,3,-38,4
COC(=O)c1ccc(COc2ccccc2/C=C(\C#N)C(=O)Nc2ccc(C)cc2C)cc1,10,0.8,4,1.1,16,-8,1,4
O=C(CN1CCCCC1)Nc1cccc(Oc2ccccc2)c1,-3,3.5,-11,0.9,16,-7,0,-1
COc1cccc(C2=CC(c3ccc(OC)c(OC)c3OC)n3nnnc3N2)c1 (configuration not stated),-24,-0.8,2,0.9,-201,-9,0,1
O=C(Nc1ccc2c(c1)C(=O)OC2)Nc1cccc2ccccc12,3,-0.5,-6,1,-10,-9,1,-5
NS(=O)(=O)c1ccc(NC(=O)c2ccc3nccnc3c2)cc1,-4,0.9,0,1.1,2,15,-2,-1
CCC(Sc1ccc2nnc(-c3ccc(F)cc3)n2n1)C(=O)OC (configuration not stated),3,-3.0,5,0.93,-224,-2,-4,5
COc1ccc(NS(=O)(=O)c2cccc(C(=O)NNC(=O)c3ccc(NC(C)=O)cc3)c2)cc1,-1,-3.2,5,1.1,9,3,-4,2
O=C(Nc1cccc(-c2nc3ccccc3o2)c1)c1cccnc1,0,-2.6,-1,0.98,-3,3,-14,-2
O=C(N/N=C/c1ccccn1)c1cccc([N+](=O)[O-])c1,-2,-0.5,-2,1.2,9,6,-5,-1
SMILES,SENP1 FRET inh,MPTP block,SENP6 inh,hIAP activ,SENP8 inh,PfG6PD inh,ATG4B inhibitor,NR3A LBD binder
O=C(N/N=C\c1c[nH]c2ccccc12)c1ccc(O)cc1,-2,1.5,5,0.96,-53,5,-10,41*
COc1ccccc1N=C(C)C1=C(O)COC1=O,4,-0.5,-35,0.88,8,7,-21,0
CCOc1ccccc1C(=O)N/N=C/c1cccc2cccnc12,4,-2.9,-5,1.3,23,36,-9,-4
CCO/C=C1\C(=O)N(c2ccccc2)C(=O)c2ccccc21,-44,0.7,53*,1.1,-246,-10,-5,4
COc1cc(O)sc1C=Nc1ccc(Cl)cc1,-31,4.8,95*,0.93,-8,33,-2,-1
O=C(CSc1nnc(-c2ccccc2)c(-c2ccccc2)n1)NC1CCS(=O)(=O)C1 (configuration not stated),1,-1.8,30,0.99,10,6,-10,1
CCC(C)(C)NC(=O)C(c1cccc(OC)c1OC)N(Cc1ccccc1)C(=O)CCC(=O)Nc1cc(C)on1 (configuration not stated),-1,2.1,-7,0.95,10,-7,-6,-3
CC(C)c1nc2oc3c(NCC4CCCO4)ncnc3c2c2c1CCC2 (configuration not stated),1,-1.0,11,0.98,-266,30,10,1
CCCCNC(=O)Nc1cc(C)on1,3,1.5,-8,1.1,8,2,-3,0
Cc1cccnc1NC(=O)Nc1cccs1,-1,-2.1,-9,0.96,13,-12,-2,-4
O=c1c2cnn(-c3ccccc3)c2nnn1/N=C/c1cccnc1,2,-0.6,-14,0.96,4,-15,-14,1
N#CC1=C2SCN(Cc3ccccc3)CN2C(=O)CC1c1cccs1 (configuration not stated),-10,1.3,74*,0.89,69*,71*,-8,-4
O=C1CN(C(=O)COC(=O)[C@@H]2CC(O)CN2S(=O)(=O)c2ccc(Cl)cc2)c2ccccc2N1 (some centres not stated),1,-0.4,-1,1,10,18,-14,-1
C#CCOCCOCCOCCNc1nc(N2CCN(C(=O)CCCCCCCCCCNC(=O)Cn3cc(CCCCCN)nn3)CC2)nc(N2CCN(C(=O)CCCCCCCCCCNC(=O)[C@H](CO)n3cc(CCCSC)nn3)CC2)n1,0,-4.9,-13,0.93,23,60*,19,14*
CCC(C)C(=O)Nc1nnc(SCC(=O)NC2CCCC2)s1 (configuration not stated),3,0.8,-10,1,21,3,-4,-1
CSc1nnc(CSc2cc(C)nc(N(C)C)n2)o1,1,1.4,1,0.88,10,-3,-4,-2
c1ccc(-c2nc3c(ccc4ccccc43)[nH]2)nc1,5,-4.3,73*,1.4,-374,30,-16,-29
CCOc1ccc2c(c1)cc(CN(C(=O)CC)C1CCCCC1)c1nnnn12,1,6.4,-3,0.89,-21,6,7,1
CC12CCC(C(=O)Nc3ccccc3)(C/C1=N\O)C2(C)C (configuration not stated),0,-1.4,-2,1,5,5,3,2
c1ccc(-c2noc(CSc3nnc(Cc4cccs4)n3-c3ccccc3)n2)cc1,-2,0.4,-12,0.83,4,-9,-1,-4
CCCn1c(=O)c2ccccc2n2c(SCC(=O)/C(C#N)=C(\C)N)nnc12,-2,2.4,-5,0.93,5,-11,-8,-1
c1cc(SSc2ccncc2)ccn1,2,0.1,2,1,22,65*,-2,2
CCCC1(CCC)NC(=O)N(CC(=O)N2CCc3ccccc32)C1=O,1,-0.2,5,1.1,0,4,-3,1
CCOc1ccc(N2C(=O)C3Sc4[nH]c(=O)sc4C(/C=C/c4ccccc4)C3C2=O)cc1 (configuration not stated),35,0.3,-13,1.2,18,-7,18,2
COc1ccc(-n2c(SCC(N)=O)nnc2-c2ccc(NS(=O)(=O)c3ccc(C)cc3)cc2)cc1,-1,-0.4,6,0.89,9,-19,6,-3

# Rewritten with values ahead of the structure: part of the list above
SENP1 FRET inh | MPTP block | SENP6 inh | hIAP activ | SENP8 inh | PfG6PD inh | ATG4B inhibitor | NR3A LBD binder | structure
-2 | 0.4 | -12 | 0.83 | 4 | -9 | -1 | -4 | c1ccc(-c2noc(CSc3nnc(Cc4cccs4)n3-c3ccccc3)n2)cc1
-2 | 2.4 | -5 | 0.93 | 5 | -11 | -8 | -1 | CCCn1c(=O)c2ccccc2n2c(SCC(=O)/C(C#N)=C(\C)N)nnc12

# Continuation.
SMILES,SENP1 FRET inh,MPTP block,SENP6 inh,hIAP activ,SENP8 inh,PfG6PD inh,ATG4B inhibitor,NR3A LBD binder
COc1ccccc1-n1c(SCC(=O)N2CCOCC2)nc2cccnc21,-2,-1.0,-13,1,-1,-14,7,1
CC(C)(C)c1ccc(S(=O)(=O)Nc2ccc3c(c2)COC3=O)cc1,6,0.2,2,1.2,0,-22,4,-10
CCC(C)(C)NC(=O)C(c1ccccc1Cl)N(C(=O)CCC(=O)Nc1cc(C)on1)C(C)(C)C (configuration not stated),0,1.0,-19,0.96,2,-2,-7,-2
COc1ccc2c(c1)CCCN2C(N)=Nc1ccc(Cl)cc1,0,-0.8,-16,0.97,7,-3,4,/
COc1cc(NC(=O)c2ccco2)c(OC)cc1NC(=O)Nc1ccccc1Cl,-1,2.5,0,0.86,4,20,-6,/
CC(=O)CSc1nc2c(c(=O)[nH]c(=O)n2C)n1CCCc1ccccc1,-1,1.5,1,0.98,11,2,1,-3
CCCCN(C(=O)c1cccc(N2C(=O)c3ccccc3C2=O)c1)c1c(N)n(CCCC)c(=O)[nH]c1=O,1,-0.8,/,/,21,-3,-12,0
Cc1ccc(S(=O)(=O)N(C)C)cc1NC(=O)C(C)OC(=O)C1CCC1 (configuration not stated),3,-0.8,-17,1,5,-12,0,2
CC(C)(C)OC(=O)NCCCCCNC(=O)c1[nH]cnc1C(=O)Nc1nccs1,1,-1.0,10,2.4*,12,-3,3,-6
COc1ccccc1C(NC(=O)C1CCCCC1)c1c(O)ccc2ccccc12 (configuration not stated),1,15,0,0.83,-43,5,-6,0
Cc1noc(C)c1CSCC(=O)Nc1ccc(OC(F)F)c(Cl)c1,1,-1.2,-1,0.97,12,16,4,4
NS(=O)(=O)c1ccc(NC(=O)c2ccc3c(c2)CCN3S(=O)(=O)c2ccccc2)cc1,1,-0.7,-13,0.97,16,-1,-22,3
COc1ccccc1N1CCN(CC(=O)N2CCCC2)CC1,2,-0.6,-8,0.97,-2,-1,5,1
CC(=O)N1c2ccc(S(=O)(=O)N(C)CC(=O)N(C)Cc3ccccc3)cc2CC1C (configuration not stated),2,-0.4,7,1.1,-5,-3,2,0
Cc1cccc(-n2ncc3c(NCc4ccccc4)ncnc32)c1,2,2.3,-16,0.86,8,30,1,-13
O=C(Nc1ccccc1)c1cc2c(=O)c3ccccc3oc2nc1C(F)(F)F,1,3.8,-4,1,12,-9,-12,0
N#Cc1cn(CCCOc2ccccc2)c2ccccc12,1,-6.6,-2,0.84,-6,61*,0,-8
COC(=O)C1SCC2C(=O)N(Cc3cccc(C)c3)CC(=O)N21 (configuration not stated),-2,-0.8,-30,0.75,8,-11,8,0
NS(=O)(=O)c1ccc(CCNC(=O)c2cnccn2)cc1,-1,-0.1,-25,1.1,11,-6,-1,-1
Cn1cc(C2N3CC4(C)CN2CC(C)(C3)C4=O)c2ccccc21 (configuration not stated),0,-2.3,7,0.92,9,0,1,-2
O=c1c2nncn2c2cc(C(F)(F)F)ccc2n1CCNc1ncc(C(F)(F)F)cc1Cl,-15,3.4,-29,0.99,-4,6,-2,-1
CN(CCOc1ccc(Cl)cc1)c1ccc(S(=O)(=O)N2CCCCC2)cn1,-1,6.9,7,0.79,-22,24,-10,1

# Quoted from the listing:
# Under MPTP block, `CC(=O)CSc1nc2c(c(=O)[nH]c(=O)n2C)n1CCCc1ccccc1` is listed with 1.5
# Under ATG4B inhibitor, `Cn1cc(C2N3CC4(C)CN2CC(C)(C3)C4=O)c2ccccc21` (configuration not stated) is listed with 1
# Under hIAP activ, `COc1ccccc1C(NC(=O)C1CCCCC1)c1c(O)ccc2ccccc12` (configuration not stated) is listed with 0.83

# SENP8 inh, entries above that show a hit.
SMILES,SENP1 FRET inh,MPTP block,SENP6 inh,hIAP activ,SENP8 inh,PfG6PD inh,ATG4B inhibitor,NR3A LBD binder
N#CC1=C2SCN(Cc3ccccc3)CN2C(=O)CC1c1cccs1 (configuration not stated),-10,1.3,74*,0.89,69*,71*,-8,-4
